Screens from PubChem BioAssay.
PhoP inhibition – inhibitors of PhoP regulon expression, primary screen, Salmonella Typhimurium, GFP reporter (AID 1863). one-dose inhibition, % at 50 µM; IC50 in µM for titrated hits. actives 0.16% (n = 300,000). S. Typhimurium PhoP-regulated promoter GFP reporter, 4 h; higher % means a stronger effect;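 active = inhibition over 29.93%, a cutoff 3 SD above the screen mean, later confirmed by dose response; inconclusive = inhibition over 29.93% but no dose response follow-up; inactive = inhibition at most 29.93% or unconfirmed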;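 note: 0% = low Mg2+ inducing control and 100% = high Mg2+ repressing control; strong numbers were not always called active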
Dengue-2 NS5 capping – flavivirus cap methylation enzyme inhibition – biochemical, confirmation dose response, primary screen (AID 588689); Dengue-2 NS5 methyltransferase capping enzyme assay, biochemical; higher % means a stronger effect; one-dose inhibition, % at 25 µM; IC50 in µM for titrated hits; actives 0.3% (n = 340,000); in the data active = a potency from the dose series; inconclusive = inhibition above about 29% without an active follow-up result
MgcRacGAP inhibition – MgcRacGAP GTPase-activating activity inhibitors, confirmation, biochemical, ADP Hunter fluorescence. AID 624330. actives 0.6% (n = 340,000). MgcRacGAP-stimulated Rac1 GTP hydrolysis, ADP Hunter fluorescence; higher % means a stronger effect; GST-tagged Rac1 F28L mutant substrate. one-dose inhibition, % at 30 µM; IC50 in µM for titrated hits;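 active = first-screen hits whose inhibition reached a set limit at any dose in the follow-up dose series; inconclusive = inhibition above the set first-screen limit but never retested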;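 note: fluorescence reports GDP produced by GAP-driven GTP hydrolysis; strong numbers were not always called active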
CSM14.1 death rescue – protection against thapsigargin-triggered cell killing – 384-well, CSM14.1, ATP luminescence, primary screen (AID 1222); one-dose cellular ATP content (survival), % at 20 µM; EC50 in µM for titrated hits; CSM14.1 thapsigargin-induced death rescue, ATP luminescence; higher % means a stronger effect; 190,000 tested, under 10 active;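 active = EC50 below 50 µM in the dose-response confirmation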;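 note: death triggered by thapsigargin at about 15 µM added after 2 h compound pretreatment; cell ATP read after overnight thapsigargin exposure of roughly 18 to 22 hours; normalized against plate controls of thapsigargin alone and 5% DMSO vehicle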
West Nile antiviral – inhibition of WNV-induced cytopathic effect – cell-based, CPE readout (AID 1621) | West Nile virus-infected cells, CPE inhibition; higher % means a stronger effect | CPE inhibition, % at 10 µM, or IC50 in µM where a hit was titrated | actives 0.02% (n = 290,000); in the data active = a potency from the dose series; inconclusive = CPE inhibition mostly from about 3.7% at the one dose, without a potency; inactive = the rest, 99 in 100 with CPE inhibition below about 2.2%; note: strong numbers were not always called active
LYP phosphatase – inhibitors of LYP phosphatase, biochemical, fluorescence intensity, uHTS (AID 1779); recombinant LYP phosphatase, fluorescence intensity; higher % means a stronger effect; one-dose inhibition, % at 11.5 µM; IC50 in µM for titrated hits; actives 0.054% (n = 290,000); in the data active = inhibition above about 50%;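 note: plate controls were vehicle with enzyme for no effect and no enzyme for full effect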
SV40 large T antigen – TAg ATPase/helicase activity blockers – biochemical (AID 1903); SV40 large T antigen ATPase/helicase inhibition assay; higher % means a stronger effect; inhibition, % at 20 µM; hits with a dose series show IC50 in µM; actives 0.39% (n = 310,000); in the data active = a potency from the dose series; inconclusive = inhibition mostly from about 32% at the one dose, without a potency; inactive = the rest, 99 in 100 with inhibition below about 32%; note: strong numbers were not always called active
GPR35 antagonists – inhibition of zaprinast-stimulated GPR35 beta-arrestin translocation – imaging, U2OS, beta-arrestin-GFP, zaprinast agonist, primary screen (AID 2058). U2OS GPR35 beta-arrestin-GFP translocation imaging, zaprinast antagonism; higher % means a stronger effect. inhibition, % at 10 µM, or IC50 in µM where a hit was titrated. actives 0.052% (n = 290,000);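 active = inhibition of at least 50% with at least 30 cells and total cytoplasm GFP at most 10,000,000; inconclusive = under 30 cells or total GFP of 10,000,000 plus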
RSV antiviral HEp-2 – inhibition of RSV-induced cytopathic effect – HEp-2 cells, primary 10 µM value included (AID 2391) | HEp-2 cells, RSV-induced CPE inhibition; higher % means a stronger effect | CPE inhibition, % at 10 µM; hits with a dose series show IC50 in µM | actives 0.13% (n = 310,000); in the data active = a potency from the dose series; inconclusive = CPE inhibition mostly from about 23% at the one dose, without a potency; inactive = the rest, 99 in 100 with CPE inhibition below about 21%; note: strong numbers were not always called active
Dengue-2 NS5 capping pilot replicate – recorded beside Dengue-2 NS5 capping, whose call it bears; inhibition, %; measured here: pilot screen replicate inhibition
Numbers without * were called inactive; ? = inconclusive; / = not tested or not shown. Compounds as they come; 1.5% or so of the library scored in one or more.

SMILES	PhoP inhibition	Dengue-2 NS5 capping	MgcRacGAP inhibition	CSM14.1 death rescue	West Nile antiviral	LYP phosphatase	SV40 large T antigen	GPR35 antagonists	RSV antiviral HEp-2	others
CC(=O)Nc1nnc(SCC(=O)c2ccc3c(c2)Cc2ccccc2-3)s1	-14%	4%	8%	0.1%	-0.7%	4%	16%	-12%	36µM*
NS(=O)(=O)c1ccc(NC(=S)Nc2ccc(OCc3ccccc3)cc2)cc1	1%	1%	14%	-1.4%	0.8%	-1%	2%	-6%	1.8%
C=C(C)C1CC=C(C)/C(=N/NC(=O)COc2ccccc2C)C1 (centres undefined)	11%	-8%	8%	-0.8%	-2.0%	5%	7%	19%	4.1%
Fc1ccc(CSc2ncnc3nc[nH]c23)cc1	4%	-2%	-1%	/	0.3%	0%	-2%	-9%	0.8%
CCOc1ccc(S(=O)(=O)N2CCN=C2Cc2ccccc2)cc1C	-9%	-8%	7%	/	-0.7%	-4%	5%	14%	11%
COc1cc(C(=O)Nc2ccc(Cl)c(C(F)(F)F)c2)cc(OC)c1OC	-2%	-1%	-20%	-2.0%	-1.6%	7%	3%	15%	7.4%
Cc1cccc(N(Cc2ccccc2)C(=O)c2ccc(CS(C)(=O)=O)cc2)c1	-7%	-5%	7%	/	-0.8%	-6%	10%	8%	1.4%
COc1ccc(OC)c(NC(=S)N2CCN(C(=O)C3CCCO3)CC2)c1 (centres undefined)	-6%	2%	9%	/	-0.2%	-5%	13%	-6%	1.7%
COC(=O)c1ccc(-c2sc3nc(N4CCOCC4)c4c(c3c2N)CCCC4)o1	0%	/	/	2.7%	0.9%	4%	-7%	-5%	9.5%
Cc1[nH]c(=S)sc1Cc1ccc(F)cc1	1%	-5%	9%	-5.2%	-0.9%	-3%	19%	6%	0.9%
COc1ccc(NC(=O)COc2ncnc3ccccc23)cc1S(=O)(=O)N1CCOCC1	10%	1%	9%	-0.5%	0.4%	1%	6%	-1%	-0.3%
COc1ccc(OC(=O)COc2cc(C)ccc2C)cc1	-6%	-6%	38µM*	/	0.7%	-10%	14%	17%	1.2%
Cc1ccc(CO/N=C\Cc2snc(Sc3ncc(C(F)(F)F)cc3Cl)c2C#N)cc1	11%	-10%	15%	-0.9%	0.1%	-3%	9%	9%	2.7%
COc1ccc(S(N)(=O)=O)cc1C(N)=O	4%	-1%	4%	-0.9%	-0.2%	-6%	-1%	15%	0.6%
Cc1cc(C)n2c(SCCC(C)C)nnc2n1	6%	4%	7%	-0.8%	0.8%	8%	18%	20%	0.7%
CC1CC2=C(NC(=S)NC2c2cccc(F)c2)/C(=C/c2cccc(F)c2)C1 (centres undefined)	-3%	17%	-13%	0.0%	-1.7%	8%	12%	-8%	/
Cc1cc(C)n2c(nc3ccccc32)c1C(=O)NCc1ccccc1	-6%	-8%	7%	-1.1%	-0.7%	-8%	17%	-4%	-0.6%
FC(F)(F)c1ccccc1-n1c(-c2cnccn2)n[nH]c1=S	-6%	-12%	15%	/	0.5%	-5%	12%	-1%	1.6%
Cc1coc2c1c(C)cc1oc(=O)c(CC(=O)NCC(=O)N[C@H](C(=O)O)C(C)C)c(C)c12	5%	0%	15%	/	-0.3%	-5%	21%	8%	1.3%
COc1ccc(NC(=O)c2sc3nc(N4CCOCC4)c4c(c3c2N)CC(C(C)C)OC4)c(OC)c1 (centres undefined)	-8%	12%	3%	/	1.0%	-12%	14%	-1%	4.1%
CNS(=O)(=O)c1cccc(C(=O)Nc2cccnc2)c1	10%	-7%	10%	-2.2%	0.2%	2%	5%	-3%	1.3%
CC(=O)Oc1ccc(-c2ccc(C(=O)O)cc2)cc1	-17%	-8%	7%	0.6%	0.3%	-5%	24%	-3%	2.4%
CCc1noc(C)c1C(=O)Nc1ccccc1N1CCOCC1	2%	-1%	5%	/	/	/	15%	/	-0.9%
CCC(O)C1CCN(C(=O)c2cc(COc3ccc4ncccc4c3)on2)CC1 (centres undefined)	-2%	/	/	9.0%	-1.8%	-3%	18%	29%	1.4%
CCOC(=O)CNC(=O)C1c2ccccc2C(=O)N(c2ccc(OC)cc2)C1c1ccc(OC)cc1 (centres undefined)	-1%	2%	6%	-1.2%	-0.7%	-9%	10%	12%	1.9%
COCC(=O)N1CCC(Oc2ccc(C(=O)NC(C)c3nccs3)cc2)CC1 (centres undefined)	-5%	1%	8%	/	0.6%	-11%	9%	-11%	0.2%
Cc1nc(NC(N)=S)sc1C(=O)Nc1ccccc1	-11%	-10%	14%	2.3%	0.2%	-8%	9%	-4%	0.8%
O=C(Nc1cccnc1Cl)c1cccc(F)c1	-7%	/	/	1.8%	0.5%	-5%	3%	3%	1.6%
Cc1nc2cc(NCc3cccs3)ccc2n1C	5%	2%	24%	-2.5%	/	-10%	29%	4%	-0.5%
O=C(COC(=O)C1CC1)Nc1ncc(Cl)cc1Cl	6%	4%	6%	/	/	/	13%	/	0.0%
CCN(CC)C(=O)CC(c1ccc(N(C)C)cc1)c1c(OC)cc(OC)c2ccc(=O)oc12 (centres undefined)	3%	0%	17%	/	-0.9%	-1%	8%	3%	0.6%
COc1ccccc1CNC(=O)c1ccccc1NC(=O)C1=C(C)OCCS1	13%	-10%	7%	/	1.1%	-12%	25%	2%	4.2%
COc1ccc(C(=O)CN2C(=O)NC3(CCCc4ccccc43)C2=O)c(OC)c1 (centres undefined)	0%	-7%	3%	/	-0.3%	-10%	3%	-3%	0.2%
CC(NC(=O)NC(=O)c1ccc(Cl)cc1Cl)C1CC1 (centres undefined)	17%	-1%	3%	-1.3%	?	-2%	-5%	-8%	-0.8%
CN(CCC1CCCCO1)C(=O)CCc1nnc(CCCCc2ccccc2)o1 (centres undefined)	9%	-4%	0%	0.8%	-1.1%	-2%	4%	1%	0.8%
COC1CCCN(C(=O)c2ccc3oc(Cc4ccc(Cl)cc4)nc3c2)C1 (centres undefined)	6%	-1%	3%	/	-1.0%	-7%	1%	-6%	0.8%
O=[N+]([O-])c1c(Nc2ccccc2)ccc2nonc12	-11%	4%	12%	-2.7%	-0.2%	-6%	9%	10%	1.3%
COc1ccc(Cn2c(=O)[nH]c3cc(C(=O)NCc4ccc5c(c4)OCO5)ccc3c2=O)cc1	-9%	-13%	-9%	/	/	/	-2%	/	2.1%
CCOc1ccc(CCNC(=O)C2CCN(S(=O)(=O)N3CCC(C)CC3)CC2)cc1OCC	2%	-1%	7%	-2.0%	-0.8%	-4%	11%	15%	2.2%
Nc1cc(Cl)ccc1N1CCCCCC1	-2%	-22%	-9%	-1.3%	0.3%	-11%	8%	9%	1.0%
COc1cccc(C2NC(CC(C)C)(C(=O)O)C3C(=O)N(Cc4ccccc4)C(=O)C23)c1O (centres undefined)	-7%	3%	0%	1.0%	0.2%	-9%	3%	3%	0.6%
COc1cccc(C(=O)Nc2cnc(NC(=O)c3ccco3)cc2C)c1	12%	-6%	0%	/	-0.3%	4%	0%	-17%	1.1%
CCOC(=O)c1cnc2cc3c(cn2c1=O)CCCC3	-3%	-4%	13%	-0.8%	/	-15%	14%	-1%	-0.8%
Cc1ccc(/C=N/NC(=O)c2cc3c(ccc4ccccc43)o2)cc1[N+](=O)[O-]	4%	1%	-2%	-1.0%	/	-2%	3%	17%	3.2%
Cc1nnc(NC(=O)CSc2nc3c(c(=O)n2CCc2ccccc2)SC(C)C3)s1 (centres undefined)	9%	-4%	10%	-4.0%	-0.1%	-1%	11%	12%	2.1%
COc1ccc(CNC(=O)Nc2cccc(C(F)(F)F)c2)cc1OC	-1%	-2%	6%	-3.4%	-1.1%	2%	12%	-10%	12%
O=C(COC(=O)c1cccc(C(=O)OCC(=O)NC2CCCCC2)n1)NC1CCCCC1	-5%	2%	-5%	-0.6%	0.5%	12%	11%	8%	0.5%
O=C(c1ccco1)N1CCN(C(c2cccs2)c2nnnn2C2CCCC2)CC1 (centres undefined)	-4%	-5%	7%	-2.7%	0.3%	-3%	3%	-18%	0.1%
COCCN(CCOc1cc(C)cc(C)c1)Cc1ccc(Cl)cc1	2%	3%	9%	/	-0.2%	-12%	3%	10%	0.5%
CCOC(=O)C1CCCN(C(=O)COC(=O)c2cc(=O)c3ccccc3o2)C1 (centres undefined)	5%	3%	8%	-0.6%	0.2%	-8%	2%	1%	-0.1%

Looked up by compound from above, two records:
SMILES	PhoP inhibition	Dengue-2 NS5 capping	MgcRacGAP inhibition	CSM14.1 death rescue	West Nile antiviral	LYP phosphatase	SV40 large T antigen	GPR35 antagonists	RSV antiviral HEp-2	others
Cc1ccc(/C=N/NC(=O)c2cc3c(ccc4ccccc43)o2)cc1[N+](=O)[O-]	4%	1%	-2%	-1.0%	/	-2%	3%	17%	3.2%
COc1cccc(C(=O)Nc2cnc(NC(=O)c3ccco3)cc2C)c1	12%	-6%	0%	/	-0.3%	4%	0%	-17%	1.1%

Next part:
SMILES	PhoP inhibition	Dengue-2 NS5 capping	MgcRacGAP inhibition	CSM14.1 death rescue	West Nile antiviral	LYP phosphatase	SV40 large T antigen	GPR35 antagonists	RSV antiviral HEp-2	others
O=C(CCS(=O)(=O)CCN1CCOCC1)NCNC(=O)CCS(=O)(=O)CCN1CCOCC1	5%	-3%	3%	1.8%	-0.2%	-7%	5%	-2%	1.1%
COc1ccc([C@@H]2CC=C(C(=O)O)[C@H](c3cccc(Cl)c3)N2S(=O)(=O)c2ccccc2C)cc1	-6%	-8%	3%	/	/	/	20%	/	15%
CCCN1CCC(CCOc2ccccc2)(C(=O)OCC)CC1	11%	-6%	4%	/	-0.5%	-4%	4%	-11%	-1.1%	Dengue-2 NS5 capping pilot replicate=-0.6
COC(=O)c1sc(-c2ccc(Cl)cc2)cc1NC(=O)COCC(=O)O	-4%	7%	15%	/	0.4%	8%	3%	-1%	/
CCN(CC(=O)Nc1cc(Cl)ccc1C)C(=O)c1ccc(=O)n(Cc2ccccc2)n1	9%	-3%	4%	/	-1.0%	-9%	6%	-6%	-0.6%
COc1cccc(N=C(N)N)c1	19%	6%	8%	3.5%	0.4%	-8%	6%	-11%	-0.4%
Cc1ccc(-c2nc3cccnc3s2)cc1NS(C)(=O)=O	-10%	-1%	4%	-1.1%	0.8%	1%	3%	0%	0.2%
COc1cc(SC)ccc1C(=O)Nc1ccncc1	-10%	-7%	7%	-0.2%	-0.6%	-7%	2%	24%	?
CCCCC/C=N\NC(=O)Cc1ccc([N+](=O)[O-])cc1	1%	1%	10%	0.5%	-0.2%	3%	-1%	-4%	0.8%
Cc1cc(=O)oc(C)c1C(=O)NCCCN1CCN(c2ccc(F)cc2)CC1	0%	-5%	3%	0.1%	-0.5%	-7%	9%	-6%	-2.4%
Cc1ccc(-n2c(C)cc(C(=O)CSc3n[nH]c(N)n3)c2C)cc1	2%	-2%	-3%	-1.3%	0.1%	-3%	20%	10%	7.3%
